# Screening data from PubChem BioAssay.
# TDP-43 yeast inh: rescues yeast growth from TDP-43 toxicity | hit rate 1.8% among 410,000 | Potency, µM (highest dose often 46.1 µM), without a hit: at the top dose growth rescue (activation), usual class: activators | TDP-43 expressing yeast growth rescue, BacTiter-Glo, 24 h; further: potency means the concentration at half of the fitted maximal effect; % of control where 0% means no effect; nearly all actives have a fitted effect of over 50% in size
#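 Cell-based yeast growth screen: TDP-43 expression induced in galactose, inoculum OD600=0.02 after raffinose pregrowth to mid-log. Read-out BacTiter-Glo luminescence at 24 hr, 30 deg C; inhibition of toxicity seen as signal increase.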
# MmCpn inh: M. maripaludis TRiC chaperonin inhibition. hit rate 0.031% among 330,000. Potency, µM (top dose mostly 76.9 µM), for inactives: at the top dose activity, negative = inhibition, actives largely listed as inhibitors. AID 504842. purified Mm-Cpn ATPase, ADP Transcreener TR-FRET; further: potency means the concentration at half of the fitted maximal effect; on the % scale 0 is the no-effect control and ±100 the full control effect; nearly all actives have a fitted effect of over 80% in size
#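 ATPase read-out: TR-FRET ADP immunoassay (anti-ADP Eu cryptate vs ADP-d2), ex 320 nm, em 590/665 nm; signal drops as ADP forms. Enzyme 25 nM, ATP 10 uM, 30 min at 37°C after 10 min compound preincubation.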
# GLP-1R inv ag: GLP-1 receptor (human) inverse agonism; hit rate 1.6% among 410,000; P43220; AID 624417; Potency, µM (top dose mostly 38.3 µM), for the others: at the highest dose activity change, negative = inhibition, most hits filed as inhibitors; HEK293 GLP-1R CRE-luciferase, luminescence, 24 h; GLP-1R form is constitutively active; further: potency means the concentration at half of the fitted maximal effect; on the % scale 0 is the no-effect control and ±100 the full control effect; nearly all actives have a fitted effect of over 55% in size
# Target sequence (P43220 whole entry, looked up): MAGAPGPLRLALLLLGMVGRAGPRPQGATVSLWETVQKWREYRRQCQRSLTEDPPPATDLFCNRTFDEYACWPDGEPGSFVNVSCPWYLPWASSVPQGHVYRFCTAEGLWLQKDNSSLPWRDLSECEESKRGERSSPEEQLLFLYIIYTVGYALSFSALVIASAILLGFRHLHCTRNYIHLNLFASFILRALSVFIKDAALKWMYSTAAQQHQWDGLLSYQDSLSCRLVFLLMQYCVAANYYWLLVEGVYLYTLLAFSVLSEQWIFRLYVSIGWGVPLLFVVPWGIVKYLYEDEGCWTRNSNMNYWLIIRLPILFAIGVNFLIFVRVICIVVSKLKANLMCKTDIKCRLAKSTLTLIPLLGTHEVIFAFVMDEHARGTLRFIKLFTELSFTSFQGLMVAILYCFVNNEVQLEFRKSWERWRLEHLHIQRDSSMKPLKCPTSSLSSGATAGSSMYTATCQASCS
#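 Cells are plated, allowed 12 hours at 37 deg C, then treated with compounds for 24 hr before luciferase detection reagent is added and luminescence is read after 12 min at room temperature. The HEK293 line carries constitutively active GLP-1R with a cAMP-responsive reporter.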
# Akt phos inh: inhibitors of Akt phosphorylation; Neuro2A IGF-stimulated pAkt S473 HTRF, 20 min; hits give low values; hit rate 0.32% among 360,000; activity change, % for hits at 50 µM; in the data active means activity change below about -80%; inconclusive means mostly about -51% to -80%; further: on the % scale 0 is the no-effect control and ±100 the full control effect
#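 Neuro2A cells (4,500/well, DMEM with 0.5% FBS) were treated with compound at a single 50 µM final concentration, stimulated with 6 nM IGF for 20 min at 37 °C, and lysed. Phospho-Akt Ser473 was read by HTRF as 665/615 ratio ×10^4.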
# PTHR1 agonist: PTHR1 (human) receptor agonism | Q03431 | HEK293 GP2 PTHR1 cells, GloSensor cAMP luminescence, 1 h | Potency, µM (doses to about 115 µM), inactives show at the highest dose activation, hits mostly activators | hit rate 0.075% among 410,000 | AID 743266; further: potency means the concentration at half of the fitted maximal effect; nearly all actives have a fitted effect of over 55% in size; some results filed as inactive show a strong effect at the top dose; inactives centre near -15; many of its hits are not listed in these tables
# Target sequence (Q03431 whole entry, looked up): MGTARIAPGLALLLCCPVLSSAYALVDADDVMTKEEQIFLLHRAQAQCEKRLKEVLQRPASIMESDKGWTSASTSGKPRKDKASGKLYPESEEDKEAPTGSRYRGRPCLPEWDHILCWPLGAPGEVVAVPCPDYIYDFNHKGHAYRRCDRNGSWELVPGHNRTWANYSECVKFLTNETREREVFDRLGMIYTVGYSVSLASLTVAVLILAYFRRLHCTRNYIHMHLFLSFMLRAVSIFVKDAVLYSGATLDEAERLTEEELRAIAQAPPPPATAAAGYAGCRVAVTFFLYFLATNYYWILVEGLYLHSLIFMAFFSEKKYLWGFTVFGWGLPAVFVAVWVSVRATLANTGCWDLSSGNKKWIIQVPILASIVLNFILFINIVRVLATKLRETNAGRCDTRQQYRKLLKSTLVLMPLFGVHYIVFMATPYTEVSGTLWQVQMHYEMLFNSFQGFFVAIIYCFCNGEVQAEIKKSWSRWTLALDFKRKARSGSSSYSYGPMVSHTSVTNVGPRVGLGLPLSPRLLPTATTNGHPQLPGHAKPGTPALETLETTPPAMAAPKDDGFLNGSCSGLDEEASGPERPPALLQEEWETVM
#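 HEK-293-derived GP2 cells expressing PTHR1 and a GloSensor cAMP reporter, 3,000/well, plated overnight, given luciferin plus IBMX (each 0.5 mM as added) for 1 h at 37 °C, then compound for 1 h at 37 °C. Luminescence was read after 15 min at room temperature.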
# HEK293 tox: cytotoxic in the GLP-1 receptor inverse agonist counter-screen | hit rate 0.13% among 410,000 | HEK293 cAMP-luciferase reporter cells, luminescence, 24 h | Potency, µM (doses to about 38.3 µM), inactives show at the highest dose activity change, negative = inhibition, most hits filed as inhibitors;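 further: loss of luciferase light is scored as toxicity; potency means the concentration at half of the fitted maximal effect; on the % scale 0 is the no-effect control and ±100 the full control effect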
#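 1536-well qHTS counterscreen of the MLSMR; 200 cells/uL, 12 h pre-incubation, 23 nL cpd, 24 h at 37 deg C 5% CO2, luciferase detection reagent, 12 min RT, luminescence. Inhibition = undesired.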
# aSyn rescue: rescues yeast growth from alpha-synuclein toxicity; Yeast expressing alpha-synuclein, growth rescue, BacTiter-Glo, 24 h; Potency, µM (highest dose often 46.1 µM), without a hit: at the highest dose growth rescue (activation), most hits filed as activators; hit rate 0.14% among 370,000; further: potency means the concentration at half of the fitted maximal effect; % of control where 0% means no effect; nearly all actives have a fitted effect of over 65% in size
#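 Screening used galactose-induced yeast with toxic alpha-synuclein levels, exposed to compound for 24 hr at 30 deg C. Cell growth, read with BacTiter-Glo luminescence, gave the measured signal.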
# Abeta yeast res: A-beta toxicity reversal in yeast; yeast expressing A-beta42, growth rescue, OD600, 48 h; response scale: 0% DMSO, 100% iron-clioquinol control; Potency, µM (highest dose often 46.1 µM), for the others: at the top dose growth rescue, actives largely listed as activators; hit rate 0.063% among 410,000; further: potency means the concentration at half of the fitted maximal effect; nearly all actives have a fitted effect of over 55% in size
#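 Yeast A-beta toxicity model in growth medium with pinned compounds, 48 h at 30 C; growth read as absorbance at 600 nm. Normalized to FeCl3/clioquinol equimolar mix (positive) and DMSO (negative).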
# FUS yeast rescue: suppressors of FUS proteinopathy in yeast; hit rate 0.24% among 390,000; Potency, µM (series often up to 76.6 µM), for inactives: at the top dose growth rescue (activation), usual class: activators; S. cerevisiae FUS-expressing, growth rescue, OD600, 24 h; AID 1347120;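 further: potency means the concentration at half of the fitted maximal effect; plate controls were DMSO vehicle for no effect and reference control for full effect; nearly all actives have a fitted effect of over 55% in size; some results filed as inactive show a strong effect at the top dose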
#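 S. cerevisiae expressing FUS from galactose induction served as the toxicity model. Growth after 24hr at 30C, read as absorbance at 600 nm, indicates suppression of toxicity; compounds dosed at several concentrations.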
# * hit, by the source's call; i = inactive; ? = inconclusive; · = no result given; & = joins results of further samples; [ ] = remark or other dose. Unless noted, the call rests on the fitted dose curve; in most records, active means well fitted curve in the direction sought with a large enough effect; inconclusive means small, poorly fitted or top-dose-only effect, or another doubt; inactive means no such curve, though single readings can be large; an effect the other way counts as inactive or inconclusive. Some of the compounds tested; the hit share may differ from the screen's.
SMILES,TDP-43 yeast inh,MmCpn inh,GLP-1R inv ag,Akt phos inh,PTHR1 agonist,HEK293 tox,aSyn rescue,Abeta yeast res,FUS yeast rescue
CC(C)c1ccc(N2C(=O)CC(=O)NC2=O)cc1,-12%,0%,10%,i,i,11%,-9%,5%,20%
Nc1nc(SCCC(F)=C(F)F)n[nH]1,11%,-10%,7%,i,i,-5%,-2%,-5%,2%
O=C1CC(=O)N(c2cccc(F)c2)C(=O)N1,12%,1%,12%,i,i,-23%,1%,0%,-9%
CCN1CCN(Cc2cc3c(cc2[N+](=O)[O-])OCO3)CC1,15%,1%,-9%,i,i,5%,-5%,-16%,-10%
C[C@@H]1CC2C3CC=C4C[C@@H](O)CC[C@]4(C)C3CC[C@]2(C)[C@H]1O (stereo partly specified),0%,1%,66%[activator],i,i,-8%,4%,-8%,4%
O=C(Cc1ccccc1)N1CCN(Cc2cccc(Br)c2)CC1,10%,-1%,?,i,-64%[inhibitor],-19%,11%,3%,-13%
Clc1ccc(C(c2ccc(Cl)cc2)n2cc[n+](CC(OCc3ccc(Cl)cc3Cl)c3ccc(Cl)cc3Cl)c2)cc1 (stereo unspecified),-81%[inhibitor],-2%,?,i,-26%,?,-76%&-44%&-49%[inhibitor],-65%[inhibitor],?
CC1CCCC(NC(=O)COC(=O)c2cn(C)c3ccccc23)C1C (stereo unspecified),?,0%,?,i,i,1%,1%,-11%,26%
Cc1ccc(-c2nn(Cc3ccccc3)cc2C=O)cc1C,-32%[inhibitor],-2%,?,i,-28%,-11%,-13%,-9%,18%
COCCO[C@H]1CC[C@@]2(C)C(=CCC3C2CC[C@@]2(C)C3CC[C@]2(C)O)C1 (stereo partly specified),-7%,-2%,7%,i,-15%,1%,21%,-27%,10%
Cc1ccc(CN2C(=O)CN=C(c3ccccc3)c3ccccc32)cc1,?,-4%,?,i,-17%,?,7%,-17%,·
CC(=NCCC(c1ccccc1)c1ccccc1)c1c(O)n(C)c(=O)n(C)c1=O,-1%,0%,5%,i,-46%,-9%,12%,-26%,30%
COc1ccc(C(=O)c2nc3ccccc3n2C(C)C)cc1,25%,2%,?,i,-10%,3%,?,-28%,-3%
Cc1ccc(NC(=O)c2ccccc2NS(=O)(=O)c2ccc(Cl)s2)cc1S(=O)(=O)N1CCOCC1,?,-3%,?,i,-21%,?,-1%,-3%,?
Cc1cccc(NC(=O)C(C)N2CC=C(c3ccccc3)CC2)c1 (stereo unspecified),-19%,2%,?,i,-33%[inhibitor],-1%,3%,3%,36%
Cc1cnc(NC(=O)CN2CCCCC2)s1,5%,0%,17%,i,i,4%,6%,-7%,20%
Cc1cc2c(cc1C)NP(=S)(c1ccccc1)N2,-11%,·,?,i,-29%,-17%,-40%[inhibitor],-32%[inhibitor],8%
C/C(CC(c1ccccc1)c1c(O)c2ccccc2oc1=O)=N\Nc1ccc([N+](=O)[O-])cc1[N+](=O)[O-] (stereo unspecified),-8%,0%,?,i,i,?,-2%,14%,?
Cc1oc(-c2ccccc2)nc1CN1C(=O)C(C)N=C(c2ccccc2F)c2cc(Cl)ccc21 (stereo unspecified),?,-5%,?,i,-23%,2%,-29%,-4%,41%
CC(C)c1ccc(C(=O)CC2(O)C(=O)N(CCc3ccccc3)c3ccc(Cl)cc32)cc1 (stereo unspecified),-3%,·,?,·,i,?,·,13%,?
COc1ccc(OC)c(N2C(=O)/C(=C/c3ccco3)C(=O)NC2=S)c1,-4%,-10%,33%[activator],i,-4%,0%,1%,-14%,?
CCC(C)n1c(O)c(/C=N/Nc2ccccc2)c(=O)[nH]c1=S (stereo unspecified),21%,-2%,?,i,-26%,-23%,16%,-11%,·
COc1ccc(C)cc1NC1=NC(C)(C)CS1,10%,2%,9%,i,i,-9%,-1%,-14%,-9%
CC(=O)Nc1ccc(OC(=O)N(C)c2ccccc2)cc1,12%,0%,5%,i,i,3%,1%,-6%,9%
CC(C)COC(=O)N1Cc2ccccc2-n2nncc2C1,12%,·,-5%,i,-22%,4%,7%,1%,-7%
# The listing continues:
SMILES,TDP-43 yeast inh,MmCpn inh,GLP-1R inv ag,Akt phos inh,PTHR1 agonist,HEK293 tox,aSyn rescue,Abeta yeast res,FUS yeast rescue
Cn1nc([N+](=O)[O-])nc1Sc1cccc2cccnc12,1%,0%,?,i,i,?,-5%,12%,4%
COc1ccc(OCC(=O)N2CCN(Cc3c[nH]c4ccccc34)CC2)cc1,0%,-1%,-3%,i,-5%,-11%,-4%,0%,·
O=C(CCc1ccccc1)NC(NC(=S)Nc1ccc(Cl)cc1)C(Cl)(Cl)Cl (stereo unspecified),-17%,-1%,?,i,-6%[57.5 µM],?,-1%,-2%,5%
CCC(=NCC1CCCO1)c1c(O)n(-c2ccccc2C)c(=O)[nH]c1=O (stereo unspecified),-8%,0%,32%[activator],i,i,7%,-1%,6%,25%
Cc1ccc(N2C(=O)NC(=O)/C(=C\C=C\c3ccco3)C2=O)cc1,8%,-3%,?,i,-24%,?,3%,19%,23%
CC(=O)c1c(O)n(-c2cccc(Cl)c2)c(=O)[nH]c1=O (tested in a mixture with another compound),2%,3%,4%,i,i,-1%,-6%,14%,-1%
CCCCn1c(NC(=O)c2ccc(Br)o2)c(C(=O)OCC)c2nc3ccccc3nc21,3%,-17%,-19%,i,i,·,0%,9%,45%
CCCNS(=O)(=O)c1ccc(OCC(=O)N2CCN(Cc3ccc4c(c3)OCO4)CC2)c(C)c1,-21%,-2%,?,i,i,-1%,-11%,-2%,25%
Fc1ccc(C[n+]2c(-c3ccccc3)cc(-c3ccccc3)cc2-c2ccccc2)cc1,-4%,2%,?,i,-88%[inhibitor],-29%,-15%,-17%,-11%
CN(C)C(CNC(=O)Cc1c(Cl)cccc1Cl)c1ccccc1 (stereo unspecified),-17%[9.22 µM],-1%,?,i,i,-7%,-3%,0%,19%
C[C@@H]1CNC(=O)c2c(C(=O)Nc3ccc(CNC(=O)OC(C)(C)C)cc3)ncn21,0%,·,9%,i,-93%[inhibitor],-26%,0%,-5%,6%
CC(OC(=O)c1c2c(nc3ccccc13)/C(=C\c1ccc3c(c1)OCO3)CCC2)C(=O)Nc1ccc(S(N)(=O)=O)cc1 (stereo unspecified),-21%,-10%,?,i,i,145%[activator],8%,27%,·
CCOc1ccc(Cn2c(=O)oc3ccc(C)cc32)cc1OC,17%,-1%,1%,i,-35%[inhibitor],2%,4%,9%,2%
CC(C)(C)N1C(=O)c2ccccc2NC(=O)N1Cc1ccc(Br)cc1,29%,0%,?,i,-18%[57.5 µM],66%[activator],8%,3%,28%
CC1CC(C)CC(C)C(O)C(C#N)=CC=CCC(C2CCCC2C(=O)O)OC(=O)CC(O)C(C)C1 (stereo unspecified),?,·,?,i,-12%,?,?,-51%[inhibitor],·
Cc1ccccc1-n1c(-c2ccco2)nc2ccccc2c1=O,18%,1%,?,i,-4%,2%,?,-18%,10%
CN1Cc2ccccc2-n2nncc2C1,5%,·,1%,i,-25%,10%,-2%,-11%,-22%
CCOc1ccc(N2CC(c3nc4ccccc4n3CCC3CCCCC3)CC2=O)cc1 (stereo unspecified),25µM*,·,1%,·,-6%,1%,·,13%,0%
Nc1ncc2[nH]cnc2n1,?,-4%&-2%,0%&4%,i,i,0%&4%,-2%&-9%,-15%&-16%,-35%&-49%
CNCC[C@H](Oc1cccc2ccccc12)c1cccs1,3%,-1%,11µM*,i,i,-13%,?,-15%,-20%
CC(C)Cn1cnc2c(c(-c3ccccc3)c(-c3ccccc3)n2Cc2ccco2)c1=N,?,1%,3.2µM*,i,i,?,13%,-3%,22%
O=C(Nc1ccc(Cl)cc1)Nc1ccc(Cl)c(Cl)c1,23%,-1%,?,i,-61%,-23%,-38%&-36%[inhibitor],-5%,-19%
O=C(CCCN1C(=O)/C(=C/c2cccs2)SC1=S)Nc1cccc(C(=O)O)c1,-11%,-1%,1%,i,i,-8%,-4%,0%,30%
OCCOc1ccccc1,0%,-23%,-10%,i,-4%,-19%,-3%,0%,-32%
O=C(O)CCn1cc(C=C2C(=O)NC(=S)NC2=O)c(-c2ccccc2)n1,-12%,-4%,17%,i,i,13%,0%,-14%,21%
O=C(O)C(Cc1cnc[nH]1)NS(=O)(=O)c1ccc(Cl)cc1 (stereo unspecified),5%,2%,18%,i,i,5%,-6%,0%,·
O=c1[nH]c2ccccc2o1,-1%,-1%,-10%,i,6%,-9%,0%,-23%,-10%

# One compound at a time, from the list above. Order of screens: TDP-43 yeast inh | MmCpn inh | GLP-1R inv ag | Akt phos inh | PTHR1 agonist | HEK293 tox | aSyn rescue | Abeta yeast res | FUS yeast rescue
# CC1CC(C)CC(C)C(O)C(C#N)=CC=CCC(C2CCCC2C(=O)O)OC(=O)CC(O)C(C)C1 (stereo unspecified) across the screens: ? | · | ? | i | -12% | ? | ? | -51%[inhibitor] | ·
# O=C(O)CCn1cc(C=C2C(=O)NC(=S)NC2=O)c(-c2ccccc2)n1 across the screens: -12% | -4% | 17% | i | i | 13% | 0% | -14% | 21%
# CCCNS(=O)(=O)c1ccc(OCC(=O)N2CCN(Cc3ccc4c(c3)OCO4)CC2)c(C)c1 across the screens: -21% | -2% | ? | i | i | -1% | -11% | -2% | 25%
# O=c1[nH]c2ccccc2o1 across the screens: -1% | -1% | -10% | i | 6% | -9% | 0% | -23% | -10%
